ERG Ets-DNA blk = inhibitors of human ERG Ets domain-DNA interaction. P11308. fluorescence polarization, His-ERG Ets domain / labelled DNA. Potency, µM (top dose mostly 76.9 µM), for inactives: at the highest dose FP activity, negative = inhibition, most hits filed as inhibitors. 370,000 tested, 0.028% active. AID 624246; active = well fitted inhibition curve with a large enough effect in the polarisation, with a control signal flat; inconclusive = small, poorly fitted or top-dose-only effect, or effect the other way, or a change in a side signal; inactive = no such curve, though single readings can be large or run the other way; the % refers to the polarisation;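 note: polarization taken with two DNA probes labelled with fluorescein and Texas red; potency is the fitted concentration of half-maximal effect; % of control where 0% means no effect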
Target sequence (P11308 whole entry, looked up, the tested form may be a part): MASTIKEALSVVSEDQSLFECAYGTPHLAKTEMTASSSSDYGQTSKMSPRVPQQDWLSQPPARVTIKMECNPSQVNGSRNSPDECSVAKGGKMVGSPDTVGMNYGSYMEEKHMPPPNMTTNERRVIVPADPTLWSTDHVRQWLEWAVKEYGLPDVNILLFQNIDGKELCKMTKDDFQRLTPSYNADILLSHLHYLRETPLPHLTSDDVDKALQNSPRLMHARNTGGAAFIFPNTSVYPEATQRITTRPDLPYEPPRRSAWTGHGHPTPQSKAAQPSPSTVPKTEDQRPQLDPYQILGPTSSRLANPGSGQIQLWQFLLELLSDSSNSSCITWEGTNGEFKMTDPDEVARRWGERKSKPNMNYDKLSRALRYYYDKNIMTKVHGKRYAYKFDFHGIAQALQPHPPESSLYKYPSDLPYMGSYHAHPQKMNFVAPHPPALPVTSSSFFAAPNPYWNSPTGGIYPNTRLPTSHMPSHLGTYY
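His-tagged ERG Ets domain (1 uM in the protein solution; 300mM KCl, 50mM Tris-HCl, 1mM EDTA, 1mM DTT, pH 7.5) received compound, then a probe mix of 5 nM fluorescein-DNA and 100nM Texas-615-DNA. Fluorescence polarization was read for both dyes.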
APEX1 inh = blocks human APE1 abasic DNA cleavage. AID 2517. Potency, µM (top dose mostly 65.8 µM), inactives show top-dose activity change, negative = inhibition, actives largely listed as inhibitors. 350,000 tested, 0.35% active. recombinant APE1, TAMRA/BHQ-2 abasic DNA cleavage fluorescence;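 note: potency is the fitted concentration of half-maximal effect; plate controls were vehicle for no effect and reference inhibitor for full effect; nearly all actives have a fitted effect of over 55% in size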
Target sequence (P27695 whole entry, looked up): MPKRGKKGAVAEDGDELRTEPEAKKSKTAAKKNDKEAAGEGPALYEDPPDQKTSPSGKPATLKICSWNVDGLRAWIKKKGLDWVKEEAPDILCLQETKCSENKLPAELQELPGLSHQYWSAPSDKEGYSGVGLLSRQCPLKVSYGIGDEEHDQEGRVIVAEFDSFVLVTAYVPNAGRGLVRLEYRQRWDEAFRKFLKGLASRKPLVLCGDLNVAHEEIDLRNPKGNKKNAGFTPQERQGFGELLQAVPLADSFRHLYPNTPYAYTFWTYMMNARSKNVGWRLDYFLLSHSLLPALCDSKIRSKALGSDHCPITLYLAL
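APE1 at 0.75 nM preincubated 15 min at room temperature with compound. Reaction then started with 50 nM double-stranded THF-abasic substrate labelled with TAMRA/BHQ-2, and 525/598 nm fluorescence read kinetically. Activity taken as third-minus-first read difference, normalized to DMSO and NSC13755 controls.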
ALOX12 inh = blocks human arachidonate 12S-lipoxygenase; purified 12hLO, xylenol orange hydroperoxide absorbance; 580,000 tested, 1.1% active; P18054; Potency, µM (series often up to 108 µM), for the others: at the highest dose activity change, negative = inhibition, usual class: inhibitors; note: potency is the fitted concentration of half-maximal effect; % is set by controls: 0 for no effect and ±100 for the full control effect
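Purified human 12hLO at 150 nM in 25 mM Hepes, 0.01% Triton X-100, pH 7.0, preincubated 15 min at room temperature with compound. Reaction started with 40 uM arachidonic acid, 30 min at room temperature. Hydroperoxide measured by Fe-xylenol orange, 573/405 nm absorbance ratio.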
RGS4 inh = inhibitors of human regulator of G protein signaling 4 | P49798 | 390,000 tested, 0.039% active | Potency, µM (highest dose often 114 µM), without a hit: top-dose activity change, negative = inhibition, most hits filed as inhibitors | AID 504845 | Transcreener GDP fluorescence polarization, RGS4-accelerated GTP hydrolysis; note: potency is the fitted concentration of half-maximal effect; % is set by controls: 0 for no effect and ±100 for the full control effect; nearly all actives have a fitted effect of over 75% in size; some results filed as inactive show a strong effect at the top dose
Target sequence (P49798 whole entry, looked up): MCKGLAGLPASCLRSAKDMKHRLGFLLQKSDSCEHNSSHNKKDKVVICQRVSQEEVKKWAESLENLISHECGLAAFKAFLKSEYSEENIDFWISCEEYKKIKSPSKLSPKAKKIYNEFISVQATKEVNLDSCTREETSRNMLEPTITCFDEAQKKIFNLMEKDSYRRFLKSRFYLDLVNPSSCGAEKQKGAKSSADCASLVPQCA
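MLSMR compounds (23 nl, pin-transferred) preincubated 10 min at room temperature with a 500nM (2x) first reagent, then RGS4 at 900nM (2x) plus Transcreener GDP mix added; fluorescence polarization (620/688 nm) read before and after 90 min at 30 °C.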
POLH inh = DNA polymerase eta (human) inhibition; AID 588591; 390,000 tested, 1.2% active; Potency, µM (top dose mostly 114 µM), inactives show top-dose activity change, negative = inhibition, usual class: inhibitors; recombinant Pol eta, fluorescent DNA replication assay; Q9Y253; note: potency is the fitted concentration of half-maximal effect; % is set by controls: 0 for no effect and ±100 for the full control effect
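Pol eta (10 nM) was preincubated with compounds for 15 min at room temperature, after which fluorescent replication substrate (50 nM final) was added to start the reaction. Fluorescence was read kinetically at 0 and 10 min.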
LDHA inh = LDHA (human) enzyme inhibition | P00338 | purified LDHA, NADH/diaphorase-resazurin fluorescence; active compounds read low | activity change, % (values are at about 110 or 230 µM) | 480,000 tested, 0.15% active | AID 1347041; in the data active = activity change below about -30%; inconclusive = mostly about -25% to -30%;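 note: plate controls were DMSO wells for no effect and wells without enzyme for full effect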
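LDH5 2 nM; NADH 0.06 mM, pyruvate 0.2 mM; 200 mM Tris pH 7.4, EDTA, Tween-20; 5 min RT. Detection: diaphorase 0.133 mg/mL + resazurin 37 µM, fluorescence ex540/em590 at 0 and 20 min; normalized to enzyme-free and DMSO wells.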
Apoferritin bind = binds horse apoferritin like a general anesthetic. apoferritin/1-aminoanthracene competitive binding, fluorescence. AID 485281. 350,000 tested, 0.074% active. Potency, µM (series often up to 77.5 µM), for the others: at the top dose activity change, negative = displacement, usual class: inhibitors; note: potency is the fitted concentration of half-maximal effect; % is set by controls: 0 for no effect and ±100 for the full control effect; nearly all actives have a fitted effect of over 20% in size
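10 uM apoferritin + 50% sat. 1-AMA, PBS; cpd 10 min RT; Ex380/Em535 endpoint; normalized to free probe vs complex; 4-param Hill fit; propofol titration as pos. ctrl.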
Pol kappa inh = inhibitors of human DNA polymerase kappa; Q9UBT6; purified Pol kappa, fluorescent DNA synthesis assay, 10 min; Potency, µM (series often up to 107 µM), for inactives: at the highest dose activity, negative = inhibition, actives largely listed as inhibitors; 400,000 tested, 0.53% active; AID 588579; note: potency is the fitted concentration of half-maximal effect; % is set by controls: 0 for no effect and ±100 for the full control effect
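Pol kappa 10 nM + cpd, 15 min RT; start w/ substrate 50 nM final; fluorescence kinetic read, 0 and 10 min. Neg ctrl: buffer, no enzyme.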
POLB inh = blocks human DNA polymerase beta activity. P06746. Pol beta primer extension/strand displacement, fluorescence kinetic. Potency, µM (series often up to 114 µM), inactives show top-dose activity change, negative = inhibition, actives largely listed as inhibitors. 340,000 tested, 1.3% active; note: potency is the fitted concentration of half-maximal effect; % is set by controls: 0 for no effect and ±100 for the full control effect
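Homogeneous kinetic assay of primer extension and strand displacement by 10 nM Pol beta, preincubated 15 min at room temperature with compound before 50 nM substrate (final) was added. Read at 0 and 10 min; four-parameter Hill fit.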
Starred values were filed as active, the others as inactive; & = joins results of further samples; [ ] = another dose, or the depositor's remark. Unless noted, calls come from the whole dose curve; as a rule, active = well fitted curve in the direction sought with a large enough effect; inconclusive = small, poorly fitted or top-dose-only effect, or another doubt; inactive = no such curve, though single readings can be large; an effect the other way counts as inactive or inconclusive. Only part of the results is shown; count on the stated rates, not on these rows.

For O=C(Cn1c(SCCOc2ccccc2Cl)nc2ccccc21)N1CCCCC1 the results were ERG Ets-DNA blk 1%, ALOX12 inh 8%, RGS4 inh -11%, POLH inh -13%, LDHA inh -4, Apoferritin bind -7%, Pol kappa inh -8% and POLB inh -2%.
CN(C)Cc1ccccc1-c1cc(Nc2ccccc2)ncn1 was read as APEX1 inh -3%, ALOX12 inh -9%, Apoferritin bind -4% and Pol kappa inh -3%[60.1 µM].
Screening Cc1c(C)c2cc(Cl)c(O)c(CN3CCCCC3)c2oc1=O returned ERG Ets-DNA blk 4%, APEX1 inh -2%, RGS4 inh 10%, POLH inh 5%, LDHA inh 4, Apoferritin bind 365%[activator], Pol kappa inh -17% and POLB inh 6%.
For O=C1CN(C(=O)COC(=O)C23CC4CC(CC(O)(C4)C2)C3)c2ccccc2N1 the results were ERG Ets-DNA blk 9%, APEX1 inh 0%, ALOX12 inh 13%, RGS4 inh -11%, POLH inh -9%, LDHA inh -1, Apoferritin bind -9%, Pol kappa inh -1% and POLB inh 2%.
Cc1ccc(S(=O)(=O)N2CCC(C(=O)OCC(=O)N3CCC(C)CC3)CC2)cc1C was read as ERG Ets-DNA blk 7%, APEX1 inh 14%, ALOX12 inh 11%, RGS4 inh 3%, POLH inh -16%, LDHA inh -2 and Pol kappa inh -13%.
For Oc1[nH]c2ccccc2c1N=NC(=S)NCC1CCCO1 (centres undefined) the results were APEX1 inh 0%, ALOX12 inh 8%, RGS4 inh -2%, POLH inh -15%, LDHA inh 3, Apoferritin bind inconclusive, Pol kappa inh -14% and POLB inh 3%.
For CCc1nnc(NC(=O)Cc2c[nH]c3ccccc23)s1 the results were ERG Ets-DNA blk 12%, APEX1 inh -8%, RGS4 inh -1%, POLH inh -12%, LDHA inh 0, Apoferritin bind -10%, Pol kappa inh 2% and POLB inh 2%.
NC(=O)c1ccsc1NC(=O)CN1C(=O)NC2(CCCCC2)C1=O was read as ERG Ets-DNA blk -5%, APEX1 inh 13%, ALOX12 inh 413%[activator], RGS4 inh 5%, POLH inh -4%, LDHA inh -5 and Pol kappa inh -13%.
Screening Cc1nnc(SCC(=O)c2c(N)n(C)c(=O)n(C)c2=O)[nH]c1=O returned ERG Ets-DNA blk 2%, APEX1 inh 1%, ALOX12 inh 305%[activator], RGS4 inh -16%[11.4 µM], POLH inh -7%, LDHA inh -1, Apoferritin bind -8%, Pol kappa inh -13% and POLB inh 20%.
O=C(CSc1nnc2c(Cl)cc(C(F)(F)F)cn12)N(Cc1ccccc1)Cc1ccccc1 was read as ERG Ets-DNA blk -1%, APEX1 inh -2%, ALOX12 inh 8%, RGS4 inh -25%, POLH inh -15%, LDHA inh 3, Apoferritin bind -23%, Pol kappa inh -6% and POLB inh 14%.
`CCn1c(SCC(=O)NC2CCCCC2C)nnc1-c1ccc(OC)cc1` (centres undefined) gave ERG Ets-DNA blk -2%, APEX1 inh 14%, ALOX12 inh -22%, RGS4 inh -24%, POLH inh -10%, LDHA inh 1, Apoferritin bind inconclusive, Pol kappa inh 1% and POLB inh 19%.
`Cc1ccc(S(=O)(=O)NCC(=O)N(CC(=O)NC(C)(C)C)Cc2ccc3c(c2)OCO3)cc1` gave ERG Ets-DNA blk 5%, APEX1 inh -18%, ALOX12 inh -3%, RGS4 inh 11%, POLH inh -1%, LDHA inh -4, Apoferritin bind -3%, Pol kappa inh -2% and POLB inh 9%.
COc1ccc(C2CC(c3cccc(Br)c3)=NN2c2ccc(S(N)(=O)=O)cc2)cc1 (centres undefined) was read as ERG Ets-DNA blk -3%, APEX1 inh 27%, ALOX12 inh inconclusive, RGS4 inh -30%, POLH inh -19%, LDHA inh 2 and Pol kappa inh 6%.
For CC(=O)N(c1ccc(Cl)cc1)c1nc(C)cc(C)c1C#N the results were ERG Ets-DNA blk 91%[activator], APEX1 inh 3%, ALOX12 inh -11%, RGS4 inh -1%, POLH inh -1%, LDHA inh -5, Apoferritin bind -5%, Pol kappa inh -11% and POLB inh 2%.
Cc1nc2ncnn2c(C)c1CCC(=O)O was read as ERG Ets-DNA blk 0%, APEX1 inh -1%, ALOX12 inh 0%, RGS4 inh inconclusive, POLH inh 0%, LDHA inh -2, Apoferritin bind -7%, Pol kappa inh -5% and POLB inh -10%.
`CCOc1ccccc1NC(=O)CN1CCC(NC(=O)c2ccccc2C)CC1` gave ERG Ets-DNA blk -10%, APEX1 inh 12%, ALOX12 inh -16%, RGS4 inh -26%, POLH inh inconclusive, LDHA inh -4, Apoferritin bind -4%, Pol kappa inh -6% and POLB inh 10%.
For Cc1cc(NS(=O)(=O)c2ccc(NC(=O)COc3c(C)cc(Br)cc3C)cc2)no1 the results were ERG Ets-DNA blk -6%&0%, APEX1 inh 58%[activator], ALOX12 inh inconclusive, RGS4 inh -33%&-22%, POLH inh -16%&-1%, LDHA inh -6&-1, Apoferritin bind inconclusive, Pol kappa inh -2%&0% and POLB inh inconclusive.
Screening Cc1ccc(C(C[N+](=O)[O-])c2c(C)[nH]n(-c3ccccc3)c2=O)cc1 (centres undefined) returned ERG Ets-DNA blk 13%, APEX1 inh inconclusive, ALOX12 inh inconclusive, RGS4 inh -94%, POLH inh -9%, LDHA inh 13, Apoferritin bind -8%, Pol kappa inh 2% and POLB inh 28%.
Screening COc1ccc(CNC(=O)c2cnc3ccc(C)cn3c2=O)cc1 returned ERG Ets-DNA blk 0%, ALOX12 inh inconclusive, RGS4 inh 17%, POLH inh -3%, LDHA inh -8, Apoferritin bind 3%, Pol kappa inh -16% and POLB inh 0%.
`CCOc1cc(CNC(=O)c2ccc(NC(=O)c3nsc4ccccc34)cc2)ccc1OC` gave ERG Ets-DNA blk 0%, ALOX12 inh -18%, RGS4 inh -10%, POLH inh 11%, LDHA inh -1, Apoferritin bind inconclusive, Pol kappa inh 2%[60.1 µM] and POLB inh -17%.
`CN(C)C(=O)COn1c(SCC(=O)N(C)C)nc2ccccc2c1=O` gave ERG Ets-DNA blk -3%, APEX1 inh -1%, ALOX12 inh 0%, RGS4 inh 10%, POLH inh -13%, LDHA inh -2, Apoferritin bind -11%, Pol kappa inh 0% and POLB inh 23%.
For O=C(Nc1cccc2ncccc12)c1ccco1 the results were ERG Ets-DNA blk -8%, APEX1 inh -4%, ALOX12 inh 10%, RGS4 inh -5%, POLH inh -17%, LDHA inh -3, Apoferritin bind 9%, Pol kappa inh 2% and POLB inh 5%.
Screening CC(C)(C)c1cc(NC(=O)c2cccc(S(=O)(=O)N3CCOCC3)c2)no1 returned ERG Ets-DNA blk -3%, APEX1 inh 2%, ALOX12 inh -14%, RGS4 inh 3%, POLH inh -11%, LDHA inh -5, Apoferritin bind -4%, Pol kappa inh -3% and POLB inh 1%.
For CC(C#N)On1c(SC(C)C#N)nc2ccccc2c1=O (centres undefined) the results were ERG Ets-DNA blk -5%, APEX1 inh -2%, ALOX12 inh 0%, RGS4 inh -4%, POLH inh 9%, LDHA inh -8, Apoferritin bind -21%, Pol kappa inh -9% and POLB inh -20%.
For COc1cccc(N(CC(=O)NCc2ccco2)C(=O)CCC(=O)Nc2nccs2)c1 the results were ERG Ets-DNA blk 2%, APEX1 inh -3%, ALOX12 inh 21%, RGS4 inh -18%, POLH inh -6%, LDHA inh 1, Apoferritin bind -2%, Pol kappa inh 5% and POLB inh 1%.
`Nc1ccc(S(=O)(=O)c2ccc(N)cc2)cc1` gave ERG Ets-DNA blk -12%, APEX1 inh -2%, ALOX12 inh -23%, RGS4 inh 8%, POLH inh 3%, LDHA inh -1, Apoferritin bind -7%, Pol kappa inh -8% and POLB inh 25%.
O=C(N/N=C/c1cn(CC(=O)N2CCOCC2)c2ccccc12)c1cccnc1 was read as ERG Ets-DNA blk 13%, APEX1 inh -4%, ALOX12 inh 0%, RGS4 inh 41%, POLH inh -2%, LDHA inh -2, Apoferritin bind -1%, Pol kappa inh -20% and POLB inh -13%.
For CC(/C=N/NC(=O)NC1CCCCC1)=C\c1ccccc1 the results were ERG Ets-DNA blk -15%, APEX1 inh -11%, ALOX12 inh inconclusive, RGS4 inh -17%, POLH inh -26%, LDHA inh -3, Apoferritin bind -14%, Pol kappa inh -2% and POLB inh 1%.
Screening COc1ccc(CCNC(=O)CSc2nnc(-c3ccc(C)cc3)c(-c3ccc(C)cc3)n2)cc1OC returned ERG Ets-DNA blk 0%, ALOX12 inh -14%, RGS4 inh -4%, POLH inh -11%, LDHA inh 0, Apoferritin bind inconclusive, Pol kappa inh -4%[60.1 µM] and POLB inh 1%.
`CCC(=O)N1CCc2cc(Br)cc(S(=O)(=O)N3CCCCC3CC)c21` (centres undefined) gave ERG Ets-DNA blk 16%, APEX1 inh -20%, ALOX12 inh -7%, RGS4 inh -21%, POLH inh -22%, LDHA inh 0, Apoferritin bind 2%, Pol kappa inh 3% and POLB inh 21%.
For CCC(=O)Nc1cccc(-c2cn3ccsc3n2)c1 the results were ERG Ets-DNA blk 1%, APEX1 inh -5%, ALOX12 inh 1%, RGS4 inh 13%, POLH inh -27%, LDHA inh -1, Apoferritin bind -15%, Pol kappa inh -20% and POLB inh -21%.

Source: PubChem BioAssay
